Source: PubChem BioAssay
ERG-DNA inh = inhibitors of human ERG Ets domain-DNA interaction. fluorescence polarization, His-ERG Ets domain / labelled DNA. AID 624246. Potency, µM (doses to about 76.9 µM), for the others: at the top dose FP activity, negative = inhibition, hits mostly inhibitors. 370,000 compounds, 0.028% hits; active means well fitted inhibition curve with a large enough effect in the polarisation, with a control signal flat; inconclusive means small, poorly fitted or top-dose-only effect, or effect the other way, or a change in a side signal; inactive means no such curve, though single readings can be large or run the other way; the % refers to the polarisation;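 further: polarization taken with two DNA probes labelled with fluorescein and Texas red; potency means the concentration at half of the fitted maximal effect; % of control where 0% means no effect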
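His-tagged ERG Ets domain (1 uM in the protein solution; 300mM KCl, 50mM Tris-HCl, 1mM EDTA, 1mM DTT, pH 7.5) received compound, then a probe mix of 5 nM fluorescein-DNA and 100nM Texas-615-DNA. Fluorescence polarization was read for both dyes.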
RGS4 inhibitor = human RGS4 inhibition. Transcreener GDP fluorescence polarization, RGS4-accelerated GTP hydrolysis. Potency, µM (doses to about 114 µM), for the others: at the top dose activity change, negative = inhibition, usual class: inhibitors. 390,000 compounds, 0.039% hits; further: potency means the concentration at half of the fitted maximal effect; on the % scale 0 is the no-effect control and ±100 the full control effect; nearly all actives have a fitted effect of over 75% in size; some results filed as inactive show a strong effect at the top dose
Target sequence (P49798 whole entry, looked up): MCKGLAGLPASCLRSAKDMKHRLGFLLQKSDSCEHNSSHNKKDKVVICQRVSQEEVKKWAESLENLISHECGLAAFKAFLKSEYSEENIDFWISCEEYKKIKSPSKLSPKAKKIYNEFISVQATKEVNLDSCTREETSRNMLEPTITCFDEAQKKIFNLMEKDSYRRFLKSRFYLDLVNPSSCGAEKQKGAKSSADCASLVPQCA
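MLSMR compounds (23 nl, pin-transferred) preincubated 10 min at room temperature with a 500nM (2x) first reagent, then RGS4 at 900nM (2x) plus Transcreener GDP mix added; fluorescence polarization (620/688 nm) read before and after 90 min at 30 °C.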
LDHA block = LDHA (human) enzyme inhibition | purified LDHA, NADH/diaphorase-resazurin fluorescence; hits give low values | P00338 | 480,000 compounds, 0.15% hits | activity change, % (values are at about 110 or 230 µM) | AID 1347041; in the data active means activity change below about -30%; inconclusive means mostly about -25% to -30%;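 further: plate controls were DMSO wells for no effect and wells without enzyme for full effect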
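LDH5 2 nM; NADH 0.06 mM, pyruvate 0.2 mM; 200 mM Tris pH 7.4, EDTA, Tween-20; 5 min RT. Detection: diaphorase 0.133 mg/mL + resazurin 37 µM, fluorescence ex540/em590 at 0 and 20 min; normalized to enzyme-free and DMSO wells.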
POLB inh = DNA polymerase beta (human) inhibition. 340,000 compounds, 1.3% hits. Potency, µM (highest dose often 114 µM), for the others: at the top dose activity change, negative = inhibition, usual class: inhibitors. Pol beta primer extension/strand displacement, fluorescence kinetic. P06746; further: potency means the concentration at half of the fitted maximal effect; on the % scale 0 is the no-effect control and ±100 the full control effect
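Curves were derived by four-parameter Hill fits of normalized qHTS data. The kinetic fluorescent primer-extension read was taken at 0 and 10 min after 50 nM substrate, following a 15 min room-temperature preincubation of 10 nM enzyme with compounds.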
POLH inh = inhibitors of human DNA polymerase eta | Q9Y253 | recombinant Pol eta, fluorescent DNA replication assay | Potency, µM (top dose mostly 114 µM), for the others: at the highest dose activity change, negative = inhibition, actives largely listed as inhibitors | 390,000 compounds, 1.2% hits | AID 588591; further: potency means the concentration at half of the fitted maximal effect; on the % scale 0 is the no-effect control and ±100 the full control effect
Target sequence (Q9Y253 whole entry, looked up): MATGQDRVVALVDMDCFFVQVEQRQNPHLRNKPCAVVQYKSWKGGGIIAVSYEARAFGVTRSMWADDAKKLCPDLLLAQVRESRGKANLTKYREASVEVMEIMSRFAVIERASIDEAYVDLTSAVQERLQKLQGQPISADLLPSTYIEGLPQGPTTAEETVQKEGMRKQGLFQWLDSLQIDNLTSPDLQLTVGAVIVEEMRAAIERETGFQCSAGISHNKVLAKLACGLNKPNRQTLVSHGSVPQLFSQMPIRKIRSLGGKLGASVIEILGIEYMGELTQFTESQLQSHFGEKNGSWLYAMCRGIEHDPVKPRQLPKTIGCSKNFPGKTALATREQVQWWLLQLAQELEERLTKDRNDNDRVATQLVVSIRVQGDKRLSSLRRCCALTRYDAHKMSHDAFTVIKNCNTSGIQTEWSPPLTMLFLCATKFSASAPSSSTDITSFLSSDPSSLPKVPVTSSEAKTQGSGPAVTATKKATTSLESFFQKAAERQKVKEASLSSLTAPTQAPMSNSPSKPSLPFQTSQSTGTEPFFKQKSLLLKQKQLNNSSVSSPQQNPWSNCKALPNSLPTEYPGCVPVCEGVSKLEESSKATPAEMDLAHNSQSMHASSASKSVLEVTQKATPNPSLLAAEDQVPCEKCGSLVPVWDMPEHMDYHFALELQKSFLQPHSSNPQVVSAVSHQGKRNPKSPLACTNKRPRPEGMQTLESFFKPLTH
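Fluorescent replication assay: 50 nM final substrate added after a 15 min room-temperature compound preincubation with 10 nM enzyme. Signal taken at 0 min and again at 10 min.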
12-LOX inh = ALOX12 (human) lipoxygenase inhibition; P18054; purified 12hLO, xylenol orange hydroperoxide absorbance; Potency, µM (doses to about 108 µM), for inactives: top-dose activity change, negative = inhibition, usual class: inhibitors; 580,000 compounds, 1.1% hits; AID 1671190; further: potency means the concentration at half of the fitted maximal effect; on the % scale 0 is the no-effect control and ±100 the full control effect
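Purified human 12hLO at 150 nM in 25 mM Hepes, 0.01% Triton X-100, pH 7.0, preincubated 15 min at room temperature with compound. Reaction started with 40 uM arachidonic acid, 30 min at room temperature. Hydroperoxide measured by Fe-xylenol orange, 573/405 nm absorbance ratio.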
APEX1 inh = APE1 (human) endonuclease inhibition. AID 2517. 350,000 compounds, 0.35% hits. P27695. Potency, µM (doses to about 65.8 µM), for the others: at the top dose activity change, negative = inhibition, hits mostly inhibitors. recombinant APE1, TAMRA/BHQ-2 abasic DNA cleavage fluorescence;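 further: potency means the concentration at half of the fitted maximal effect; plate controls were vehicle for no effect and reference inhibitor for full effect; nearly all actives have a fitted effect of over 55% in size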
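Quantitative HTS: incision of a TAMRA/BHQ-2 double-stranded substrate bearing a tetrahydrofuran abasic site by 0.75 nM APE1 raises fluorescence. Substrate 50 nM final, added after 15 min compound preincubation at room temperature; progress as third-minus-first kinetic read difference.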
Apoferritin bind = binds horse apoferritin like a general anesthetic; apoferritin/1-aminoanthracene competitive binding, fluorescence; Potency, µM (top dose mostly 77.5 µM), for inactives: at the top dose activity change, negative = displacement, actives largely listed as inhibitors; 350,000 compounds, 0.074% hits; further: potency means the concentration at half of the fitted maximal effect; on the % scale 0 is the no-effect control and ±100 the full control effect; nearly all actives have a fitted effect of over 20% in size
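10 uM apoferritin + 50% sat. 1-AMA, PBS; cpd 10 min RT; Ex380/Em535 endpoint; normalized to free probe vs complex; 4-param Hill fit; propofol titration as pos. ctrl.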
Pol kappa inh = DNA polymerase kappa (human) inhibition. Potency, µM (titrated, usually from 107 µM), inactives show at the top dose activity, negative = inhibition, most hits filed as inhibitors. AID 588579. 400,000 compounds, 0.53% hits. purified Pol kappa, fluorescent DNA synthesis assay, 10 min. Q9UBT6; further: potency means the concentration at half of the fitted maximal effect; on the % scale 0 is the no-effect control and ±100 the full control effect
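Activity was followed as the change in fluorescence between reads at 0 and 10 min after starting the reaction with 50 nM substrate. Beforehand, 10 nM polymerase had been preincubated with compound for 15 min at room temperature.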
* = called active by the depositor; ? = inconclusive; · = not tested or not shown; & = joins results of further samples; [ ] = remark or other dose. Unless noted, the call rests on the fitted dose curve; in most records, active means well fitted curve in the direction sought with a large enough effect; inconclusive means small, poorly fitted or top-dose-only effect, or another doubt; inactive means no such curve, though single readings can be large; an effect the other way counts as inactive or inconclusive. The list is partial; the hit share may differ from the screen's.

SMILES	Apoferritin bind	LDHA block	12-LOX inh	RGS4 inhibitor	ERG-DNA inh	Pol kappa inh	APEX1 inh	POLH inh	POLB inh
Cc1c(NC(=O)C(Sc2ccccc2)c2ccccc2)cccc1[N+](=O)[O-] (centres undefined)	-21.8%	-7.3	-11.2%	4.9%	-0.2%	-20.5%	9.3%	-7.9%	20.1%
CN(C)C(CNC(=O)c1cnc(Cl)c(Cl)c1)c1ccccc1 (centres undefined)	-5.0%	-3.8	-17.6%	1.6%	5.5%	9.6%	17.6%	-14.0%	-7.0%
Cc1cc(Nc2cccc(Cl)c2)nc2ccc(NC(=O)c3cncc(Br)c3)cc12	43.3%[activator]	-4.7	-42.4%	-5.2%	1.0%	-6.4%	·	-15.0%	2.0%
CC(=O)Nc1ccc(S(=O)(=O)N2CCC(c3nc4ccccc4[nH]3)CC2)cc1	-2.3%	-2.6	12.7%	29.3%	-4.1%	-7.0%	-0.4%	-6.3%	2.7%
O=C(COC(=O)c1ccc(Cl)nc1)Nc1cccc(S(=O)(=O)N2CCCCC2)c1	·	-1.1	-14.1%	25.2%	8.3%	-9.6%	2.8%	-7.1%	·
CCOc1ccc(N(CC)S(=O)(=O)N2CCCC(C(=O)NCc3ccccc3Cl)C2)cc1 (centres undefined)	65.0%[activator]	-6.3	-20.5%	-13.3%	-1.6%	-14.3%	·	-6.2%	14.3%
O=C(NC1CCCC1)C(c1cccnc1)N(C(=O)c1ccco1)c1cccc(F)c1 (centres undefined)	-5.1%	-4.5	-4.5%	-29.2%	8.0%	4.3%	44.4%	-13.6%	30.2%
c1ccc(OCCCCN2CCOCC2)cc1	-11.7%	-4.4	0.0%	9.4%	0.9%	-9.9%	3.4%	-9.3%	15.6%
CCCOc1ccc(-c2c(C(=O)N/N=C/c3ccc(C)o3)nnn2-c2nonc2N)cc1	-15.1%	-12.6	27.9%	-18.9%	2.6%	-15.7%	21.5%	-18.1%	-5.9%
Cc1cc(NC(=O)CCNS(=O)(=O)c2ccc3[nH]c(=O)oc3c2)ccc1Br	-3.0%	-3.0	-5.1%	6.3%[56.9 µM]	10.1%	-10.4%	19.9%	3.3%	-24.7%
Cc1ccc(C(=O)NC(=S)N2CCN(c3ccccc3F)CC2)cc1	-20.4%	0.3	?	-35.3%	7.1%	-0.4%	4.9%	-8.9%	-16.5%
COC(=O)[C@H](Cc1ccccc1)NC(=O)NCC1CCCO1 (some centres undefined)	-5.5%	-11.9	11.7%	25.3%	-5.7%	-2.4%	1.5%	-4.4%	16.8%
COc1cc(OC)cc(C(=O)N[C@H](C(=O)Nc2nc(-c3ccc(OC)c(OC)c3)cs2)C(C)C)c1	-22.7%	-1.0	-19.4%	11.0%	-4.6%	0.8%	0.0%	-11.5%	3.5%
O=C(O)C1=NN(c2ccccc2)C(=O)CC1	-4.9%	-2.4	?	-8.1%	3.1%	1.9%	1.4%	-14.8%	48.1%
O=C(COC(=O)c1ccccc1C(=O)c1ccc(Cl)cc1)NCCc1ccccc1	-10.2%	4.0	-8.5%	-28.0%	8.5%	-7.9%	7.8%	-18.0%	43.2%
C[C@H](NC(=O)c1nc[nH]c1C(=O)N[C@@H](C)c1ccccc1)C(=O)OC(C)(C)C	?	4.1	4.7%	-0.9%	-5.1%	-9.8%	-2.2%	-15.8%	-8.4%
CCN1/C(=c2/s/c(=C3/C(=O)N(c4ccccc4)N=C3C)n(CC)c2=O)C=Cc2ccccc21	·	-8.3	-16.2%	-38.4%	-9.0%	2.0%	·	-13.2%	·
CC1CCCC(C)N1C(=O)c1ccc(CS(=O)(=O)c2ccccc2)cc1 (centres undefined)	-4.8%	0.9	0.0%	17.1%	0.4%	-1.6%	51.6%[activator]	-12.2%	2.9%
CCOC(=O)Cc1ccc(NC(=O)N2CCOc3ccc(C)cc32)cc1	58.3%[activator]	3.8	0.3%	1.0%	-2.5%	-4.1%	·	5.5%	0.0%
CCC1Oc2ccccc2N(CC(=O)NCCC2=CCCCC2)C1=O (centres undefined)	-23.1%	-0.4	19.4%	9.7%	-7.6%	0.0%	1.8%	-20.3%	13.9%

2 of these compounds in a different format:
Order of results: Apoferritin bind, LDHA block, 12-LOX inh, RGS4 inhibitor, ERG-DNA inh, Pol kappa inh, APEX1 inh, POLH inh, POLB inh
COC(=O)[C@H](Cc1ccccc1)NC(=O)NCC1CCCO1 (some centres undefined)
  -5.5%, -11.9, 11.7%, 25.3%, -5.7%, -2.4%, 1.5%, -4.4%, 16.8%
COc1cc(OC)cc(C(=O)N[C@H](C(=O)Nc2nc(-c3ccc(OC)c(OC)c3)cs2)C(C)C)c1
  -22.7%, -1.0, -19.4%, 11.0%, -4.6%, 0.8%, 0.0%, -11.5%, 3.5%

Further entries.
SMILES	Apoferritin bind	LDHA block	12-LOX inh	RGS4 inhibitor	ERG-DNA inh	Pol kappa inh	APEX1 inh	POLH inh	POLB inh
CCCN=C1N(CC)C[C@@H]2[C@@H]3C(=O)N(Cc4ccccc4)C(=O)[C@@H]3[C@](Cc3ccccc3)(C(=O)OC)N12	·	-1.5	-55.6%	-22.4%	9.7%	?	-11.1%	-17.7%	·
C/C(=N/OC(=O)C1CC1)c1cc(-c2ccc(Cl)cc2)no1	-5.7%	-3.8	8.5%	6.9%	-0.9%	-10.3%	3.4%	6.6%	6.5%
CCN(CC)S(=O)(=O)N1CCC(C(=O)NCc2ccc3c(c2)OCO3)CC1	5.9%	-4.3	14.9%	-2.5%	-10.3%	5.1%	3.0%	-8.7%	8.0%
O=C(NN1C(=O)c2cc(Br)ccc2NC1c1cc(Br)cc(Br)c1O)c1ccncc1 (centres undefined)	-14.5%	1.4	50.1µM*	-24.4%	2.5%	-7.9%	-6.4%	?	1.5%
COc1ccc(N2CCN(C(CNC(=O)c3c(F)cccc3F)c3ccc4c(c3)OCO4)CC2)cc1 (centres undefined)	-11.1%	5.4	-12.4%	-8.2%	-1.6%	-4.0%[60.1 µM]	·	-16.6%	1.1%
O=C(Cn1c2ccc(F)cc2c2nc3n(c(=O)c21)CCS3)N1CCCC1	-6.3%	2.0	·	-6.7%	-6.6%	0.0%	42.9%	3.4%	32.8%
CC(=O)Nc1ccc(N(C(=O)c2ccco2)C(C(=O)NC2CCCC2)c2ccc(N(C)C)cc2)cc1 (centres undefined)	-7.8%	0.3	-3.3%	-40.6%	4.8%	-12.2%	50.8%[activator]	-21.0%	?
O=C(CN1CCOCC1)NC1CC2CCC1C2 (centres undefined)	4.5%	1.1	186.7%[activator]	-8.7%	3.8%	3.3%	-5.6%	-9.0%	0.0%
Cc1ccccc1NC(=O)c1sc(NC(=O)COc2ccccc2)c(C#N)c1C	-5.1%	-6.0	-10.6%	-18.0%	-7.7%	-1.2%	-1.5%	-3.9%	3.2%
CCc1nc2ccc(C(=O)N3CCN(c4ccccc4)CC3)cc2nc1CC	-6.2%&-3.0%	1.7&6.7	-10.0%&-24.2%	-10.1%&3.2%	15.6%&-0.1%	2.0%	20.7%	-12.5%&-19.6%	2.8%&7.7%
Cc1cccc(C)c1NC(=O)CN(C)C(=O)CN1C(=O)NC(C)(C)C1=O	·	-4.4	-17.5%	4.7%	11.7%	1.8%	4.2%	2.5%	·
CCCCOc1c(Br)cc(/C=C2\N=C(C)OC2=O)cc1OCC	-17.7%	6.6	?	-28.1%	-13.3%	0.6%	4.7%	-20.0%	?
CCOC(=O)C1=C(COC(=O)CNC(=O)c2cc(OC)c(OC)c(OC)c2)NC(=O)NC1C (centres undefined)	·	4.7	17.4%	-5.2%	12.0%	7.1%	-1.7%	-5.3%	·
Cc1ccc(C2=NN(C(=O)C3CCCO3)C(c3ccco3)C2)cc1 (centres undefined)	-11.8%	-3.1	-24.9%	-32.9%	-8.3%	-14.9%	-2.4%	-15.6%	-5.0%
CN1C(=S)SC(/[N+]([O-])=C/c2c(F)cccc2Cl)C1(C)C (centres undefined)	-14.5%	-1.8	0.0%	6.0%	-8.1%	-3.3%	-3.3%	-4.3%	-2.5%
COc1cc2c(cc1OC)C(COc1cc(C)cc(C)c1)N(C(=O)C(C)(C)C)CC2 (centres undefined)	-12.6%	2.7	4.9%	18.6%	1.9%	-9.8%[60.1 µM]	·	?	3.1%
CN1CCc2c(sc3c2C(=O)NC(c2ccccn2)N3)C1 (centres undefined)	89.9%[activator]	30.4	-8.7%	?	?	-8.2%	?	-11.3%	2.0%
Cc1ccc(NC(=O)C2CCN(C(=O)c3ccco3)CC2)cc1	-0.8%	-4.9	-17.3%	-16.2%	-4.4%	-6.9%	22.2%[12.4 µM]	-0.6%	14.1%
O=C(CSc1ncccn1)N/N=C/c1cccc(OC2CSC2)c1	?	-1.3	-9.6%	-9.0%	9.0%	17.5%	-1.6%	-11.5%	1.7%
